SENP7 inh – inhibitors of human SENP7 protease. Q9BQF6. recombinant SENP7, Z-RLRGG-aminoluciferin luminescence, 40 min. inhibition, % at 5 µM. 330,000 tested, 1.5% active. AID 434973;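 active = inhibition above about 50% at the single test dose, limit read from the data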;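 note: plate controls were DMSO with enzyme for no effect and no enzyme buffer wells for full effect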
SENP1 inh – blocks the human SENP1 SUMO protease catalytic domain; inhibition, % at 10 µM; recombinant SENP1 catalytic domain, CyPet-SUMO1-YPet FRET cleavage; 360,000 tested, 0.21% active;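 active = inhibition at least 30% at 10 µM, raw YFP signal under a set limit, fluorescence ratio 0.5 to 1.5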;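 note: 0% = enzyme with DMSO and 100% = no enzyme wells; some results filed as inactive read as strong as hits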
Target sequence (Q9P0U3 419-644 limits assumed): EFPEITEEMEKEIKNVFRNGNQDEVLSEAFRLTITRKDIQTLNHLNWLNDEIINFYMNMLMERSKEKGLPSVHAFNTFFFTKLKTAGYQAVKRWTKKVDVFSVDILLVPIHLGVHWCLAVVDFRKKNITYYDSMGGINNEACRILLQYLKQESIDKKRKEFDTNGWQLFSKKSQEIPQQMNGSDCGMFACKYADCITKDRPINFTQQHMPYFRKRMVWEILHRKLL
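System: Recombinant human SENP1 catalytic domain, His6-tagged | Incubation: Enzyme reaction for 50 min at room temperature, dark | Medium: Tris pH 8 with BME, BSA, NP40 and catalase | Also added: 25 nM SUMO1 FRET substrate | Compound: 10 µM single point, 0.5% DMSO | Measured by: FRET fluorescence in CFP and YFP emission channels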
SENP8 block-1 – SENP8 protease inhibition | inhibition, % at 10 µM | AID 2540 | Q96LD8 | purified SENP8, Z-RLRGG-aminoluciferin cleavage, luminescence | 330,000 tested, 1.2% active; in the data active = inhibition above about 50%
SENP6 block – SENP6 protease inhibition; Q9GZR1; Recombinant SENP6 catalytic domain, aminoluciferin luminescence; inhibition, % at 10 µM; 330,000 tested, 1.8% active; AID 2599;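 active = inhibition above about 50% at the single tested dose, limit read from the data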;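 note: plate controls were DMSO wells with enzyme for no effect and DMSO wells lacking enzyme for full effect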
PfGluPho inh – PfG6PD (Plasmodium falciparum) enzyme inhibition | PfGluPho enzyme, NADPH resazurin-diaphorase fluorescence | inhibition, % at 20 µM | 350,000 tested, 0.78% active;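 active = inhibition reaching at least a set limit at 20 µM in the primary screen, cut at about 59% in these data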;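 note: 0% = DMSO wells with substrate and 100% = DMSO wells lacking glucose-6-phosphate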
SENP8 block-2 – SENP8 (human) protease inhibition; Q96LD8; recombinant SENP8, Nedd8 substrate fluorescence; inhibition, % at 20 µM; 360,000 tested, 0.64% active; AID 602440; in the data active = inhibition mostly above about 40%, no sharp cut-off; inactive = mostly below about 27%
Apaf1 inhib – blocks human Apaf-1 apoptosome activity | O14727 | reconstituted apoptosome caspase-3 activity, DEVD-Rh110 fluorescence | inhibition, % at 20 µM | 330,000 tested, 0.71% active | AID 489030; active = inhibition of at least 40% at 20 µM;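 note: plate controls were DMSO wells for no effect and DEVD-CHO caspase inhibitor wells for full effect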
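System: Apoptosome proteins | Medium: Hepes pH 7.5 with detergent and BSA | Also added: Cytochrome c trigger plus (Z-DEVD)2-Rh110 caspase-3 substrate | Incubation: 30 min compound preincubation, 50 min activation, room temperature | Detection: Rhodamine 110 fluorescence at Ex 480/Em 540 nm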
HKDC1 inhibitor – inhibitors of human hexokinase HKDC1. recombinant HKDC1, G6PDH/diaphorase resazurin coupled fluorescence. inhibition, % at 20 µM. 340,000 tested, 0.16% active. AID 493160;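 active = inhibition above about 35% when tested at 20 µM, limit read from the data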;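 note: plate controls were DMSO wells with enzyme for no effect and DMSO wells lacking enzyme for full effect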
Target sequence (Q2TB90 whole entry, looked up): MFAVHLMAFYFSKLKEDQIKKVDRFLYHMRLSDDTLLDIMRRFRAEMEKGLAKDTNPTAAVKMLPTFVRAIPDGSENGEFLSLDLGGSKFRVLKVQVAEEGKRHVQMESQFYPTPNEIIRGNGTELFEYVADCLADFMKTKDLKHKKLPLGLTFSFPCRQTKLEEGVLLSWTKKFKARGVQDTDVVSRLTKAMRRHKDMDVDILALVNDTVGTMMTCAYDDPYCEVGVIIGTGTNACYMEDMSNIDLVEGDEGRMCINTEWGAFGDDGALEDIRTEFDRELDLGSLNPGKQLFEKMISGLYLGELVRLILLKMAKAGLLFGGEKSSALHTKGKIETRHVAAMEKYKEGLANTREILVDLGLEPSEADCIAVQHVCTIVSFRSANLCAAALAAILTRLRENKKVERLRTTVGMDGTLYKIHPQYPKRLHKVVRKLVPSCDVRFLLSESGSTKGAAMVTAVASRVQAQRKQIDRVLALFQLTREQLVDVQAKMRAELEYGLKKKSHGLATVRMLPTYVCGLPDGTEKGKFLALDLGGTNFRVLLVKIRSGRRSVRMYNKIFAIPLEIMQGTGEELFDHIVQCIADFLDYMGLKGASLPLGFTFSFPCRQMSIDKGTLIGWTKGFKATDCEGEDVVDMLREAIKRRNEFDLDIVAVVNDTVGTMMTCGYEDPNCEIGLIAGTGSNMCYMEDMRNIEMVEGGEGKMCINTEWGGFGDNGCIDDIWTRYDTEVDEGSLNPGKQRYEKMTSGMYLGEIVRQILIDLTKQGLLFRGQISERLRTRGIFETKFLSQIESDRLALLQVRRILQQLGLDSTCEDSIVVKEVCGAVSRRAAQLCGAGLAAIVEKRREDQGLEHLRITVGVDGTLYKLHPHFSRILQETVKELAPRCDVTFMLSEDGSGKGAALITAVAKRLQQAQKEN
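Test system: HK5 enzyme. Quantity: 5 µg/mL HK5 final. Reagent: glucose and ATP substrates. Schedule: 90 min reaction incubation at room temperature, dark. Technique: resazurin-to-resorufin fluorescence via G6PDH and diaphorase coupling, 525/613 nm. Control set: DMSO wells with and without enzyme mix.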
Active calls of the source: *; . = no result given.

Below each compound: SENP7 inh	SENP1 inh	SENP8 block-1	SENP6 block	PfGluPho inh	SENP8 block-2	Apaf1 inhib	HKDC1 inhibitor
O=C1OC(c2ccc3c(c2)OCO3)=N/C1=C\c1ccc(C(=O)O)cc1
→ 4	1	-7	-13	-8	2	-7	5
CS(=O)(=O)c1ccc(C(=O)Nc2cc(S(C)(=O)=O)ccc2Cl)cc1
→ 4	2	7	8	-1	23	-6	10
COc1ccccc1NC(=O)CCC(=O)c1ccc(-c2ccccc2)cc1
→ 0	15	-1	8	10	8	12	-9
Cc1ccc(S(=O)(=O)Cn2nnnc2CN2CCCC3(CCCCC3)C2)cc1
→ 3	-4	2	3	3	5	19	-1
Cc1[nH]c(=S)c(C#N)c(-c2ccco2)c1C(=O)N(C)C
→ 5	-3	2	1	56	4	2	-3
Cn1ncc2c(N3CCCCC3)nc(NCCCO)nc21
→ -1	4	-6	-16	11	10	-10	-2
CCc1ccc(NC(=O)c2c(C(=O)Nc3ccccc3)sc3nc(C)cc(=O)n23)cc1
→ 4	2	0	2	8	8	-11	-3
COc1ccc(-c2noc(COc3ccc(C)c(C)c3)n2)cc1OC
→ -4	2	-15	-12	15	0	10	6
CCC(C(=O)O)N1C(=O)C2CCCCC2C1=O (stereo not drawn)
→ 1	1	2	-4	-26	8	-21	-7
Cc1nc(S(=O)(=O)Nc2ccccc2C(=O)NCC2CC2)cn1C
→ 4	0	0	-40	13	-203	-23	-4
CCOc1ccccc1C(=O)NCC(=O)OCCCOC(=O)CNC(=O)c1ccccc1OCC
→ -4	4	9	-10	7	6	7	-6
CN(C)S(=O)(=O)Nc1ccc(NS(=O)(=O)N(C)C)c(S(=O)(=O)c2ccccc2)c1
→ -4	0	-6	4	-18	0	-4	1
CN1CCN(c2ccc(C(=O)c3cn(-c4ccc(F)c(Cl)c4)nn3)cc2)CC1
→ -13	-41	-6	6	-5	-445	-19	-12
CCOC(=O)CSc1nnc(CSc2nc3ccccc3s2)n1C
→ -15	4	-4	-48	0	-2	-19	-3
CCN(CC)CCN(C(=O)c1ccc2ncsc2c1)c1nc2cc3c(cc2s1)OCO3
→ 0	-8	-2	-2	58	-27	7	6

Overlap with the part before: four entries, then new ones.
Below each compound: SENP7 inh	SENP1 inh	SENP8 block-1	SENP6 block	PfGluPho inh	SENP8 block-2	Apaf1 inhib	HKDC1 inhibitor
CN(C)S(=O)(=O)Nc1ccc(NS(=O)(=O)N(C)C)c(S(=O)(=O)c2ccccc2)c1
→ -4	0	-6	4	-18	0	-4	1
CN1CCN(c2ccc(C(=O)c3cn(-c4ccc(F)c(Cl)c4)nn3)cc2)CC1
→ -13	-41	-6	6	-5	-445	-19	-12
CCOC(=O)CSc1nnc(CSc2nc3ccccc3s2)n1C
→ -15	4	-4	-48	0	-2	-19	-3
CCN(CC)CCN(C(=O)c1ccc2ncsc2c1)c1nc2cc3c(cc2s1)OCO3
→ 0	-8	-2	-2	58	-27	7	6
CC(C)(C)C1CCC(OC(=O)c2cncc(Br)c2)CC1 (stereo not drawn)
→ 9	1	2	5	-9	8	9	0
Cc1c(C(=O)O)sc2c1c(=O)n(Cc1ccccc1)c(=O)n2C
→ 5	1	-1	-3	-7	5	7	-2
Cc1c(C(=O)N(C)CCn2ccnc2C)oc2c(F)cccc12
→ 4	0	2	12	-15	1	-13	-2
Clc1ccccc1CSc1cnnc2ccccc12
→ .	4	.	.	2	9	.	3
COC(=O)c1sc(S(=O)(=O)N2CCN(CCO)CC2)c(C(=O)OC)c1C
→ -2	4	-1	-8	-6	6	-1	-7
COc1ccccc1-[n+]1c(C)cc(/C=C2\Sc3ccccc3N2C)cc1C
→ 2	-35	0	-3	43	39	5	31
CC1CC(C)(C)CC(=O)C1C(=O)c1ccccc1 (stereo not drawn)
→ -8	-1	-12	-5	11	13	6	-4
COc1ccc(S(=O)(=O)Nc2cc(Cl)ccc2OC)cc1
→ .	0	.	.	5	15	.	2
O=C(CN1CCN(S(=O)(=O)c2ccc(Cl)cc2)CC1)c1ccc(O)c(O)c1
→ 14	3	-4	-22	-2	25	2	-3
O=C(C1CCOCC1)N1CCC(CO)(CCc2ccccc2)CC1
→ 2	2	-11	-4	22	-8	-2	-9
Cn1c(=O)c(Oc2ccc(F)cc2)c(O)c2ccccc21
→ 2	2	-2	17	15	-68	-6	-10
C=C1c2ccccc2NC(=S)N1Cc1ccc2c(c1)OCO2
→ -12	-2	-4	-12	8	5	6	-11
O=C(O)c1sccc1SCc1ccc(Cl)c(Cl)c1
→ 6	2	47	33	-6	12	4	5
O=C(/C=C/c1ccc(F)cc1)c1cc(Br)ccc1O
→ 1	-4	8	-14	-6	9	15	15
O=C1CCC(C2CCc3cc(O)ccc3C2)C1 (stereo not drawn)
→ .	-5	.	.	10	1	.	-6

Later entries:
Below each compound: SENP7 inh	SENP1 inh	SENP8 block-1	SENP6 block	PfGluPho inh	SENP8 block-2	Apaf1 inhib	HKDC1 inhibitor
CC(C)COCC1CC2(CC(C)(c3csc(N)n3)OC2=O)C(=O)O1 (stereo not drawn)
→ .	2	.	.	-10	33	.	-5
COc1cc(C2Nn3c(nnc3-c3ccccc3OC)S2)ccc1O (stereo not drawn)
→ 6	0	-1	-4	35	6	-4	-1
COc1ccc(N(C(=O)C(C)C)S(=O)(=O)c2ccc3ccccc3c2)cc1
→ -8	1	3	21	-15	4	6	8
CCOC(=O)c1[nH]c(C)c(CC(C)C)c1C
→ 0	1	-12	-8	3	5	1	-7
Cn1c(SCC(=O)NNC(=O)c2ccc(Cl)cc2)nnc1-c1cccnc1
→ 1	3	-6	-3	17	18	2	-3
O=C(NCC(c1cccnc1)N1CCN(c2ccccc2)CC1)OCc1ccccc1 (stereo not drawn)
→ 4	-11	-5	-7	3	4	-6	-2
O=C(Nc1nccs1)c1cn(-c2ccccc2)nc1-c1ccncc1
→ 0	0	1	5	19	-1	11	-9
CC1=Nc2ccccc2NC(=O)C1Sc1nnc(C)s1 (stereo not drawn)
→ 2	2	-1	3	12	10	9	-5
N=C1C(c2ccccc2)=C(O)CN1c1cccc(S(=O)(=O)NCc2ccco2)c1
→ 3	1	4	9	2	23	-15	-3
c1ccc(CNCCN2CCNCC2)nc1
→ 13	-7	-1	-9	-3	9	14	-5
Cc1cc(N2C(=O)C(=O)/C(=C(/O)c3ccc(F)cc3)C2c2ccc(Cl)cc2)no1 (stereo not drawn)
→ -5	-3	0	4	-10	2	9	-1
COc1c(/C=N/Nc2ccc([N+](=O)[O-])cc2[N+](=O)[O-])c(C)nn1-c1ccccc1
→ 7	3	1	1	7	62*	14	-4
O=C1COc2ccc(C(=O)CSc3nnnn3-c3ccccc3)cc2N1
→ 0	2	-2	-16	-5	9	2	-1
COCCN1Cc2cccc(C(=O)Nc3cccc(-c4nc5ccccc5[nH]4)c3)c2C1=O
→ 7	1	-10	10	-10	10	16	-4
COc1ccc(C(=O)N2CCCC(Nc3ccc(C(C)C)cc3)C2)c(OC)n1 (stereo not drawn)
→ 5	-1	7	9	10	7	7	4

Going on with the list.
Below each compound: SENP7 inh	SENP1 inh	SENP8 block-1	SENP6 block	PfGluPho inh	SENP8 block-2	Apaf1 inhib	HKDC1 inhibitor
O=C(N/N=C/c1ccccn1)c1ccc([N+](=O)[O-])cc1Cl
→ -2	1	2	-5	-2	19	-6	4
Cc1ccccc1C(=O)N1CCC(n2nccc2NC(=O)CCOc2ccccc2)CC1
→ -6	-3	-1	-20	-1	2	-187	-3
O=C(CCCN1C(=O)/C(=C/c2ccccc2Cl)SC1=S)NCCCN1CCOCC1
→ 21	1	22	52*	-12	22	13	-1
COc1ccccc1C(=O)C1CCCN(C(=O)CCC(=O)c2ccccc2)C1 (stereo not drawn)
→ -4	1	-8	-16	10	18	19	-7
Cn1ccnc1C(=O)c1cc(SCC(=O)NCc2ccccc2)nc2ccccc12
→ -7	3	-3	-7	-5	0	19	-11
COC(=O)CCC(=O)Nc1sc(Cc2ccccc2)c(C)c1C(N)=O
→ -7	0	-9	-8	75*	14	3	-44
CCCc1nnc(NC(=O)CC(C)c2ccccc2)s1 (stereo not drawn)
→ -1	0	6	8	-5	3	6	6
Cc1cc(Br)ccc1NC(=O)c1ccccc1-c1ccccc1
→ 14	1	2	11	24	18	4	-9
CN1CCN(C(=O)/C(=C/c2cn(S(=O)(=O)N(C)C)c3ccccc23)NC(=O)c2ccccc2Cl)CC1
→ 7	4	2	-8	-14	3	8	1
CCNC(=O)NC(=O)C(C)Sc1nc2cc(C(=O)OC)ccc2c(=O)n1-c1ccccc1 (stereo not drawn)
→ -3	0	0	-13	12	-95	11	-4
CCOC(=O)c1cc(-c2ccccc2)nc2nc(N3CCCCC3)sc12
→ -1	-42	5	-9	9	-294	1	-4
COC(=O)C1CCN(c2c([N+](=O)[O-])cc(C(F)(F)F)cc2[N+](=O)[O-])CC1
→ 7	4	-1	-17	-7	27	4	9
CC(C)(C)C1CCc2onc(C(=O)NCc3ccc(F)cc3)c2C1 (stereo not drawn)
→ 8	0	4	11	21	14	21	3
COc1ccc(CCNC(=O)C2CCCN(S(=O)(=O)c3cnc[nH]3)C2)cc1OC (stereo not drawn)
→ 8	3	0	-17	-15	0	3	6
COc1ccc(C(C(=O)NC2CCCC2)N(CC2CCCO2)C(=O)Cc2cccs2)cc1OC (stereo not drawn)
→ 5	4	0	-1	-7	14	-11	-4

(more compounds)
Below each compound: SENP7 inh	SENP1 inh	SENP8 block-1	SENP6 block	PfGluPho inh	SENP8 block-2	Apaf1 inhib	HKDC1 inhibitor
CCOc1ccc(CNC(=O)CCCn2ccc3cc(S(=O)(=O)N4CCCC4)ccc32)cc1
→ -2	-1	9	4	5	9	3	-1
O=C(NC1CC1)c1cccc(NC(=O)C2CCCC2)c1
→ .	0	.	.	7	6	.	-4
O=C(OCc1c(-c2ccccc2)ncc2ccccc12)c1cccc(Br)c1
→ 7	2	0	6	8	10	15	0
CCCCNC(=O)NCc1cnn(C)c1C
→ 6	1	4	5	18	0	-4	-9
OC[C@H]1O[C@@](CO)(O[C@H]2O[C@H](CO)[C@@H](O)[C@H](O)[C@H]2O)[C@@H](O[C@H]2O[C@H](CO)[C@@H](O)[C@H](O)[C@H]2O)[C@@H]1O
→ .	0	.	.	-10	7	.	-6
CCOc1cc(C2C3=C(CCCC3=O)Nc3ccc4ncccc4c32)ccc1O (stereo not drawn)
→ -3	-13	-1	16	0	-264	4	2
CCOC(=O)CN1C(=O)N[C@@H](CCc2ccccc2)C(C(C)=O)=C1C
→ -2	.	-9	-9	-1	.	12	-4
CN(C)C(=O)N=NC(=O)N(C)C
→ -8	1	-9	-35	62*	11	13	-2
Cn1c(SCC(=O)N2CCCCCC2)nnc1-c1ccco1
→ -1	1	-9	10	-5	14	0	-3
CCOc1ccccc1NC(=O)CC(O)(C(F)(F)F)C(F)(F)F
→ -4	2	-9	-13	0	15	4	-3
Cc1nc(N=C(N)N)nc2c(C)cccc12
→ 1	-6	2	-21	8	-119	-9	-13
O=C1[C@@H]2Cc3c([nH]c4ccccc34)C(c3ccccc3)N2C(=O)CN1CCO (stereo partly drawn)
→ -3	-9	2	-32	-3	5	-5	-6
CCN(CC)C(=S)NC(=O)c1ccc(Cl)cc1Cl
→ -2	1	-9	-22	2	8	-5	-8
O=C1/C(=C/c2ccccc2)CSc2sccc21
→ 8	2	-23	-17	16	12	3	6
CCCn1c(=O)c2c(nc3n2CC(C)CN3Cc2ccccc2)n(C)c1=O (stereo not drawn)
→ 6	2	5	9	0	13	15	-1
CCOC(=O)Cc1csc(/N=C/c2c(O)n(-c3ccccc3C(F)(F)F)c(=O)c3ccccc23)n1
→ 3	-25	3	17	0	-411	-16	3
O=C(CCSc1ccccc1)Nc1ccccc1Br
→ -1	1	-8	-13	-4	11	3	-2

Screening results from PubChem BioAssay.
